IMPase Li cell – qHTS Assay for Identifying the Cell-Membrane Permeable IMPase Inhibitors: Potentiation with Lithium | CHO-M1 cells, IP1 TR-FRET (IP-One), carbachol + lithium | Potency, µM (highest dose often 59.4 µM), for the others: at the top dose activity, negative = IMPase inhibition, usual class: inhibitors | actives 0.35% (n = 210,000) | AID 1457, 2008;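 note: IP1 builds up when IMPase is blocked and the TR-FRET signal falls; potency is the fitted concentration of half-maximal effect; plate controls were basal vehicle for no effect and high inhibitor control for full effect; nearly all actives have a fitted effect of over 50% in size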
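IP1 accumulation measured by competitive TR-FRET in lysed CHO-M1 cells after 30 min compound exposure at 37C, with a small lithium addition to potentiate weak responses. Hill-equation AC50 from ratio and donor-channel data.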
Luc counter – Counterscreen for Luciferase (Kinase-Glo TM) Inhibition | Potency, µM (highest dose often 38.3 µM), for the others: at the highest dose activity change, negative = inhibition, most hits filed as inhibitors | AID 1379, 2008 | Luciferin 4-monooxygenase (Photuris pensylvanica), Q27757 | actives 0.28% (n = 200,000) | Kinase-Glo luciferase, ATP luminescence, 8 min; note: potency is the fitted concentration of half-maximal effect; % is set by controls: 0 for no effect and ±100 for the full control effect; nearly all actives have a fitted effect of over 60% in size
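Substrate mix (final 50 mM imidazole pH 7.2, 50 mM KCl, 7 mM MgCl2, 10 uM ATP, 0.01% Tween 20, 0.05% BSA) plus pin-tool compound, then Kinase-Glo detection mix; 8 min ambient, luminescence read.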
LMNA splice mod – qHTS Assay for Modulators of Lamin A Splicing. actives 0.01% (n = 200,000). Potency, µM (highest dose often 46.1 µM), for inactives: at the top dose ratio change, negative = inhibition, actives largely listed as inhibitors. HeLa LMNA splicing GFP/RFP minigene ratio, 48 h; active = well fitted inhibition curve with a large enough effect in the signal ratio, with a control signal flat, not every such curve was filed as active; inconclusive = small, poorly fitted or top-dose-only effect, or effect the other way, or a change in a side signal; the % refers to the signal ratio; note: potency is the fitted concentration of half-maximal effect; % is set by controls: 0 for no effect and ±100 for the full control effect
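S3 HeLa cells stably expressing lamin A-EGFP splicing minigene plus DsRed2, 600 cells/well, 48 h compound exposure at 37C. Laser-scanning cytometry; analysed as GFP (500-530 nm)/RFP (575-640 nm) total intensity ratio; 0.5% DMSO vehicle.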
GLA spleen mod – qHTS Assay for Inhibitors and Activators of Human alpha-Galactosidase From Spleen Homogenate; Alpha-galactosidase A (Homo sapiens), P06280; Potency, µM (highest dose often 80 µM), without a hit: at the top dose activity change, negative = inhibition, actives largely listed as inhibitors; human spleen homogenate, 4MU-alpha-Gal fluorescence, 40 min; actives 0.008% (n = 240,000);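 note: potency is the fitted concentration of half-maximal effect; 0% = enzyme with vehicle and -100% = no enzyme basal signal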
Target sequence (P06280 32-429 limits assumed): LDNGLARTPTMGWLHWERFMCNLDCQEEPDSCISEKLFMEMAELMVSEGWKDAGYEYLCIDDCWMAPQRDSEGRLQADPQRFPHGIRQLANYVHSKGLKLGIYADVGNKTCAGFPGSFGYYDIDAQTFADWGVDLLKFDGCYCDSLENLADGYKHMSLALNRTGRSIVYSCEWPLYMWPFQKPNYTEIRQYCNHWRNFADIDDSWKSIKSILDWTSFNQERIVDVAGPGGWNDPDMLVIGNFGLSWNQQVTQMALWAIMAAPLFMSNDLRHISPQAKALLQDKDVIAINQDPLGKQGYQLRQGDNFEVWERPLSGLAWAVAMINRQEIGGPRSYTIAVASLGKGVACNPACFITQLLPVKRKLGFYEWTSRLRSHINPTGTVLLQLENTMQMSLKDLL
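Spleen homogenate 1 ug + cpd (titration) + 4-MU-alpha-D-galactopyranoside 1 mM; 37C 40 min; 50 mM citrate/phosphate pH 5.0, 0.01% Tween-20; stop pH 10; fluorescence 365/440; AC50 via Hill.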
NPSR antagonist – qHTS Assay for Antagonists of the Neuropeptide S Receptor: cAMP Signal Transduction. actives 1% (n = 220,000). Q6W5P4. Potency, µM (series often up to 38.3 µM), inactives show at the highest dose activity change, negative = inhibition, hits mostly inhibitors. CHO-NPSR cells, cAMP TR-FRET, antagonist mode; note: potency is the fitted concentration of half-maximal effect; % is set by controls: 0 for no effect and ±100 for the full control effect; nearly all actives have a fitted effect of over 50% in size; many of its hits are not listed in these tables
Target sequence (Q6W5P4 whole entry, looked up): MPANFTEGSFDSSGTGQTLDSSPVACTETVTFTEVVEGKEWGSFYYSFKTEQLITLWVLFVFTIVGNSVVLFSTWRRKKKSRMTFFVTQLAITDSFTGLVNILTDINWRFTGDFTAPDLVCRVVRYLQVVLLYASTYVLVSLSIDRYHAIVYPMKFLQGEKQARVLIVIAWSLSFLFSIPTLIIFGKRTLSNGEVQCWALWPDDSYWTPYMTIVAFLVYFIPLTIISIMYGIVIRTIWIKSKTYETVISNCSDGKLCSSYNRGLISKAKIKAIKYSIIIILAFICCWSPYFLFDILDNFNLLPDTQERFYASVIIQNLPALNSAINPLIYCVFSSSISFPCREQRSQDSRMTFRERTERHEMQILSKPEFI
CBFb-RUNX1 inh – qHTS Assay for Compounds Blocking the Interaction Between CBF-beta and RUNX1 for the Treatment of Acute Myeloid Leukemia; 230,000 tested, under 10 active; Potency, µM (series often up to 59.8 µM), for inactives: top-dose activity, negative = inhibition, usual class: inhibitors; Runt-related transcription factor 1 (Homo sapiens) + Core-binding factor subunit beta …; AlphaScreen CBFb-His/RUNX1-biotin binding, biochemical; AID 1477, 2009; note: % of control where 0% means no effect
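AlphaScreen binding: CBFb-His and RUNX1-biotin (30 nM each) preincubated 20 min, compound added for 15 min, then nickel and streptavidin beads for 90 min, all at room temperature. Disruption of the interaction by any mechanism counts as activity.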
Epigenetic reg – Quantitative High-Throughput Screen for Regulators of Epigenetic Control; actives 0.2% (n = 280,000); AID 1865, 2009; Potency, µM (top dose mostly 53.9 µM), inactives show at the top dose GFP activation, hits mostly activators; murine LDR cells, GFP reporter derepression, 30 h; note: potency is the fitted concentration of half-maximal effect; % of control where 0% means no effect; nearly all actives have a fitted effect of over 60% in size
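Murine LDR cells bearing a silenced CMV-driven GFP reporter were exposed to compound for 30 h at 37 C. After PBS washes, GFP-positive cells (20-120 um objects) counted by laser-scanning microplate cytometry.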
* = called active by the depositor; ? = inconclusive; nt = not tested or not shown; [ ] = another dose, or the depositor's remark. Unless noted, calls come from the whole dose curve; as a rule, active = well fitted curve in the direction sought with a large enough effect; inconclusive = small, poorly fitted or top-dose-only effect, or another doubt; inactive = no such curve, though single readings can be large; an effect the other way counts as inactive or inconclusive. Not all compounds are listed. The share of hits here may be higher or lower than overall.

SMILES	IMPase Li cell	Luc counter	LMNA splice mod	GLA spleen mod	NPSR antagonist	CBFb-RUNX1 inh	Epigenetic reg
COc1cccc(NC(=O)Cn2cc3c(n2)CCCCC3)c1	-1%[38.3 µM]	-1%	-2%	-1%	-5%[46.1 µM]	0%	-1.8%
CC(C)NC(=S)NC1(C)CCS(=O)(=O)C1 (stereo not given)	0%	-1%	-4%	7%	5%	12%	-1.1%
Cc1ccc(Oc2ccc(Cl)cc2N)cc1	9%	-1%	-7%[46 µM]	5%	-24%	11%	-1.5%
Cn1c(C(=O)N2CCN(C(=O)c3ccco3)CC2)cc2c(=O)n3ccccc3nc21	10µM*	-2%	5%	4%	12%[46.1 µM]	6%	0.9%
COc1ccc(-c2n[nH]c(=S)n2/N=C/C=C/c2ccccc2OC)cc1	4%	1%	?	7%	-8%	?	0.0%
COc1ccc(Br)c(C(=O)Nc2ccc(F)cc2)c1	nt	nt	nt	2%	21%	7%	4.8%
COC(=O)C1=NN(C(=O)c2ccccc2)C(C)(O)C1 (stereo not given)	6%[38.3 µM]	1%	9%	0%	-4%[46.1 µM]	3%	0.0%
COC(=O)C/C=C\[C@@H](C)[C@@H](/C=N\O[C@@H]1O[C@H](COC(C)=O)[C@@H](OC(C)=O)[C@H](OC(C)=O)[C@H]1OC(C)=O)NS(=O)(=O)c1ccc(C)cc1	nt	nt	nt	-15%[17.5 µM]	nt	19%[13.1 µM]	-1.6%[10.1 µM]
COc1ccccc1NS(=O)(=O)N(C)C	21%[38.3 µM]	-4%	4%	4%	-9%[46.1 µM]	0%	1.0%
O=C(O)Cc1nn(Cc2ccc(Cl)cc2)c(=O)c2ccccc12	1%	1%	nt	-1%	3%	16%	3.5%
COc1ccccc1[C@H]1C(c2ccc(F)cc2)=NN(c2ccccc2)[C@@H]1CO	?	0%[39.9 µM]	nt	?	nt	?	-1.6%
CCOC(=O)c1sc(=S)n(C)c1NC(=O)c1ccccc1Cl	6%	3%	1%	-5%	-9%[46.1 µM]	3%	2.3%
COc1ccccc1N1C(=O)CC(Sc2nccc(C)n2)C1=O (stereo not given)	21%[38.3 µM]	2%	-4%	-1%	0%[46.1 µM]	5%	1.2%
C=CCn1c(N)c(C(=O)NCc2cccnc2)sc1=S	4%[38.3 µM]	2%	-1%	6%	-13%[46.1 µM]	-8%	1.9%
CC(C)(C)c1ccc(-c2noc(CCC(=O)NCc3ccco3)n2)cc1	-15%	-1%	nt	-4%	-9%	-17%	-1.3%
CCOc1ccccc1/C=C(/C#N)C(N)=O	nt	nt	nt	5%	-10%	7%	0.0%
CC(=O)Nc1cc2c(cc1[N+](=O)[O-])OCCO2	-2%	-2%	20%[46 µM]	1%	21%	-3%	-2.2%
Cc1noc(C)c1COc1ccc(CC(=O)NCCc2ccccc2)cc1	-6%	nt	nt	-3%	-15%	5%	0.0%
CC(C)c1nc2sc3c(c2c(=O)o1)CCCC3	3%[38.3 µM]	-4%	12%	9%	-4%[46.1 µM]	-1%	-0.4%
O=C(c1ccc(=O)oc1)N1CCN(c2ccc(F)cc2)CC1	0%[38.3 µM]	2%	-1%	2%	-4%[46.1 µM]	-9%	-0.4%
COCCSc1nnc(NC(=O)Cc2cccs2)s1	11%	-4%	-8%	-12%	-5%[46.1 µM]	?	-1.2%
O=C(CSc1nnc(Cn2c(=O)sc3ccccc32)n1-c1ccccc1)Nc1nccs1	3%	5%	-7%	2%	5%	1%	-1.0%
Cc1ccccc1-c1nnc(SCC(=O)NC2CCCCC2)o1	-11%	2%	-7%	-10%	-1%[46.1 µM]	6%	-1.0%
c1ccc(-c2nnc(SCC3CCCCO3)nc2-c2ccccc2)cc1 (stereo not given)	17%	-3%	?	1%	-59%	-5%	1.1%
CCNC(=O)NC(=O)COC(=O)CCc1nc(=O)c2ccccc2n1C	-7%	-1%	nt	3%	13%	5%	0.6%

Ordered by molar mass (largest number first): 4 of the compounds above
SMILES	IMPase Li cell	Luc counter	LMNA splice mod	GLA spleen mod	NPSR antagonist	CBFb-RUNX1 inh	Epigenetic reg
CCOC(=O)c1sc(=S)n(C)c1NC(=O)c1ccccc1Cl	6%	3%	1%	-5%	-9%[46.1 µM]	3%	2.3%
CC(C)(C)c1ccc(-c2noc(CCC(=O)NCc3ccco3)n2)cc1	-15%	-1%	nt	-4%	-9%	-17%	-1.3%
C=CCn1c(N)c(C(=O)NCc2cccnc2)sc1=S	4%[38.3 µM]	2%	-1%	6%	-13%[46.1 µM]	-8%	1.9%
CC(C)c1nc2sc3c(c2c(=O)o1)CCCC3	3%[38.3 µM]	-4%	12%	9%	-4%[46.1 µM]	-1%	-0.4%

New compounds follow
SMILES	IMPase Li cell	Luc counter	LMNA splice mod	GLA spleen mod	NPSR antagonist	CBFb-RUNX1 inh	Epigenetic reg
O=C(O)c1ccc(COc2c(F)c(F)cc(F)c2F)cc1	6%[38.3 µM]	-1%	-9%	5%	-4%[46.1 µM]	35%	-7.2%
COCCNC(=S)N=Nc1c(O)[nH]c2ccc([N+](=O)[O-])cc12	nt	nt	-6%[46 µM]	6%	-12%	-11%	0.0%
Cc1c(C(=O)Nc2cccc(C(F)(F)F)c2)oc2ccc(S(=O)(=O)N3CCOCC3)cc12	13%[38.3 µM]	1%	19%	4%	-10%[46.1 µM]	2%	0.0%
CC1CC(N(C(=O)c2ccc(Cl)cc2)c2ccccc2)c2ccccc2N1C(=O)c1ccco1 (stereo not given)	32%[activator][38.3 µM]	14%	?	-9%	?	-23%	-0.2%
COC(=O)CN(c1ccc(C)cc1)S(=O)(=O)c1ccc(F)cc1	8%	2%	1%[46 µM]	4%	-10%	6%	-1.0%
O=C(CNc1ccc(C(F)(F)F)cc1[N+](=O)[O-])OCC(=O)c1ccccc1	38%[activator][38.3 µM]	-1%	10%	7%	-10%[46.1 µM]	-7%	9.4%
O=C(CN1CCC(c2nc3ccccc3[nH]2)CC1)Nc1ccc2c(c1)OCO2	12%[38.3 µM]	1%	-3%	-5%	-11%[46.1 µM]	2%	-1.0%
Cc1ccc(S(=O)(=O)N(C)C)cc1NC(=O)Cn1c(CN2CCOCC2)nc2ccccc2c1=O	-7%	-3%	-8%[46 µM]	-5%	-1%	12%	-1.3%
CCNC(=O)C1CN(S(=O)(=O)c2ccccc2)CCN1S(=O)(=O)c1ccccc1 (stereo not given)	-3%[38.3 µM]	-2%	9%	2%	-1%[46.1 µM]	2%	5.8%
CCNC(=S)N/N=C/c1sc(N2CCCCC2)nc1-c1cccs1	-1%	11µM*	16%	-3%	-43%	-3%	3.4%
Cc1ccccc1Nc1nc(N)nc(CN2C(=O)NC3(CCCCC3C)C2=O)n1 (stereo not given)	-5%[38.3 µM]	3%	16%	3%	-8%[46.1 µM]	3%	1.3%
CCc1cc2c(NC(Cc3c[nH]c4ccccc34)C(=O)O)nc(C)nc2s1 (stereo not given)	-8%	3%	-11%	-4%	7%	-3%	-3.0%
CC(C)CC1(C(=O)NCc2cc(F)cc(C(F)(F)F)c2)C=CCN1C(=O)c1ccccc1 (stereo not given)	10%	13%	0%	2%	-10%	2%[2.36 µM]	7.4%
CC1=NN(S(=O)(=O)c2ccc(C)cc2)C(=O)c2ccccc2O1	nt	nt	nt	2%	5%	4%	-1.8%
O=C(c1cccc(F)c1)N1CCC[C@@]2(CCN(c3ccccc3)C2)C1	37%[activator]	-4%	nt	-3%	nt	nt	nt
COc1cc2c(cc1OC)C(C)N(C(=O)C1COc3ccccc3O1)CC2 (stereo not given)	21%[38.3 µM]	-1%	-12%	-27%	-17%[46.1 µM]	5%	-1.0%
CN(CC(=O)Nc1nc2ccccc2s1)S(=O)(=O)c1ccc(Cl)cc1	-1%[38.3 µM]	-3%	-12%	-3%	?	-3%	0.9%
COc1ccc(/C=N/N(Cc2ccccc2)c2ccccc2)cc1O	16%	2%	?	-7%	-55%	-25%	0.0%
CCN(CC)S(=O)(=O)c1cc(C(=O)OCC(=O)NC2CCCc3ccccc32)ccc1C (stereo not given)	1%	4%	2%	-4%	-25%	14%	0.0%
COc1cccc(CNC(=O)CCC2CCCN(C(=O)c3ccoc3)C2)c1 (stereo not given)	-1%	-1%	3%[46 µM]	5%	-3%	0%	4.2%
Cc1nnc(SCC2=C(C(=O)O)N3C(=O)C(NC(=O)c4cccc(F)c4F)C3SC2)s1 (stereo not given)	4%	1%	-4%[46 µM]	-10%	17%	-2%	-1.3%
O[C@@H]([C@H](O)[C@@H](O)CBr)[C@@H](O)CBr	1%	nt	nt	-2%	nt	5%[21.7 µM]	nt
CCC(=O)NC(=S)Nc1cccc(NC(=O)c2ccccc2Cl)c1	1%[38.3 µM]	2%	-1%	12%	0%[46.1 µM]	1%	-1.1%
CCOc1ccc(CCNC(=O)c2nnc(Cc3ccc(F)cc3)o2)cc1OCC	1%	-2%	8%	-5%	-3%	1%[2.36 µM]	-1.3%

Four records picked at random from those above:
SMILES	IMPase Li cell	Luc counter	LMNA splice mod	GLA spleen mod	NPSR antagonist	CBFb-RUNX1 inh	Epigenetic reg
CCOC(=O)c1sc(=S)n(C)c1NC(=O)c1ccccc1Cl	6%	3%	1%	-5%	-9%[46.1 µM]	3%	2.3%
COc1cccc(CNC(=O)CCC2CCCN(C(=O)c3ccoc3)C2)c1 (stereo not given)	-1%	-1%	3%[46 µM]	5%	-3%	0%	4.2%
Cn1c(C(=O)N2CCN(C(=O)c3ccco3)CC2)cc2c(=O)n3ccccc3nc21	10µM*	-2%	5%	4%	12%[46.1 µM]	6%	0.9%
C=CCn1c(N)c(C(=O)NCc2cccnc2)sc1=S	4%[38.3 µM]	2%	-1%	6%	-13%[46.1 µM]	-8%	1.9%

Bioassay records from PubChem.
